FEN1 inhibitor – inhibitors of human flap endonuclease 1; P39748; Recombinant FEN1 flap cleavage, fluorescence, 15 min; Potency, µM (highest dose often 114 µM), inactives show at the highest dose activity change, negative = inhibition, hits mostly inhibitors; 390,000 compounds, 0.35% hits; AID 588795; further: nearly all actives have a fitted effect of over 65% in size
Target sequence (P39748 whole entry, looked up): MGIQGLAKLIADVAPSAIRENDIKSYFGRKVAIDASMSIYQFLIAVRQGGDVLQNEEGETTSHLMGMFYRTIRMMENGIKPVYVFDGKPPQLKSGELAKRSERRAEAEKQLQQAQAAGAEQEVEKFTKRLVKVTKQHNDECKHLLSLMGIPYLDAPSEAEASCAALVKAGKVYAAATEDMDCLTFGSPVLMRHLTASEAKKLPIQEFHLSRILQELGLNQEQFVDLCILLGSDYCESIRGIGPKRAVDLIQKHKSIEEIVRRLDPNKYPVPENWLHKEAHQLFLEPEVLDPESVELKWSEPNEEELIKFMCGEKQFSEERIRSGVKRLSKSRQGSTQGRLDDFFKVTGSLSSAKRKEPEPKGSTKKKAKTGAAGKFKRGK
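Concentration–response screening of FEN1 (10 nM): 15 min compound preincubation at room temperature, reaction started with 50 nM substrate and read at 0 and 15 min. Corrected, normalized data were fitted by a four-parameter Hill equation.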
DT40 TDP1 CPT – DT40-hTDP1 cell growth loss with CPT. chicken DT40 Tdp1-/-;hTDP1 cells + 20 nM CPT, ATP luminescence, 48 h. Potency, µM (titrated, usually from 46.2 µM), without a hit: at the highest dose activity change, negative = growth inhibition, most hits filed as inhibitors. 420,000 compounds, 12% hits. AID 686979; further: nearly all actives have a fitted effect of over 55% in size
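Cell growth measured by CellTiter-Glo luminescence after a minimum 48 h, 37 C compound exposure with 20 nM CPT in Tdp1-knockout DT40 cells stably expressing hTDP1, seeded 400/well; qHTS titration format.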
N370S GC – inhibits or activates N370S mutant glucocerebrosidase; Potency, µM (highest dose often 59.4 µM), inactives show at the highest dose activity change, negative = inhibition, most hits filed as inhibitors; P04062; AID 2101; N370S GC spleen homogenate, 4MU-glucoside fluorescence; 330,000 compounds, 0.092% hits;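 further: 0% = full enzyme activity and -100% = no enzyme basal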
Numbers without * were called inactive; ? = inconclusive; . = no result given; & = joins results of further samples; [ ] = dose if it differs, or a comment. The call rests on the fitted dose curve; in most records, active means well fitted curve in the direction sought with a large enough effect; inconclusive means small, poorly fitted or top-dose-only effect, or another doubt; inactive means no such curve, though single readings can be large; an effect the other way counts as inactive or inconclusive. Unless noted, on the % scale 0 is the no-effect control and ±100 the full control effect; potency means the concentration at half of the fitted maximal effect. These rows are one share of the data; the hit share may differ from the screen's.

Every second line gives: FEN1 inhibitor, N370S GC, DT40 TDP1 CPT
> COc1cc(CCC(=O)N2CC(C)OC(C)C2)cc(OC)c1OC (stereo unspecified)
 : 16.9%, -3.2%, 1.4%
> CC1=C(C(=O)Nc2ccccc2)C(c2ccco2)NC(=O)N1 (stereo unspecified)
 : 16.4%, ., -8.5%
> CCn1nnc(NC(=S)NC(=O)c2ccc(-c3cccc(Cl)c3)o2)n1
 : -7.8%, 1.5%, 11.5%
> CCOC(=O)c1ccc(NC(=O)c2ccc(OC(C)C)c(OC)c2)cc1
 : -5.0%, -5.8%, ?
> COc1ccc(CCNc2nc(SCc3cccc(F)c3)nc3ccccc23)cc1OC
 : 1.0%, ., 16.4µM*
> CC(Nc1cccnc1)=C(C#N)C#N
 : 5.0%, -3.9%, -11.7%
> O=C(Nc1ccc2oc(-c3ccc4ccccc4c3)nc2c1)c1ccc2c(c1)OCCO2
 : -6.3%, 15.2%, 5.8µM*
> CCCCCC(=O)N1CCN(S(=O)(=O)c2ccc3c(c2)OCCO3)CC1
 : 5.3%, -18.6%, -3.9%
> COc1ccc(CCNC(=O)C(=O)NCC2OCCN2S(=O)(=O)c2ccc(C)cc2)cc1OC (stereo unspecified)
 : -0.8%, -7.0%, ?
> CCC1(C)Cc2c(C#N)c(N)n(-c3ccccc3)c(=O)c2CO1 (stereo unspecified)
 : -6.9%, 4.6%, 4.1%

(cont.)
Every second line gives: FEN1 inhibitor, N370S GC, DT40 TDP1 CPT
> O=C(C1CCC1)N1CCN(S(=O)(=O)c2ccc(Br)cc2Cl)CC1
 : -2.0%, 4.9%, ?
> O=C(C1CCCN(Cc2ccccc2Cl)C1)N1CCCCC1 (stereo unspecified)
 : -2.1%, -9.5%, -9.9%
> COCCN1C(=O)C(=O)/C(=C(/O)c2ccc3c(c2)OCCO3)C1c1ccc(C(=O)OC)cc1 (stereo unspecified)
 : 4.8%, -1.1%, -2.3%
> O=C(NC1CCCC1)C1CCN(C(=O)c2ccc(-c3ccccc3)cc2)CC1
 : 1.6%, -11.4%, -18.5%
> N#CCCn1c(=O)c(-c2ccc(Cl)cc2)nc2cnc(Oc3cccc(Cl)c3)nc21
 : ., -4.3%, 14.6%
> Cc1ccc(NN2C(=O)C=CC2=O)cc1
 : 6.4%, 20.7%, -0.1%
> CCOC(=O)N1CCc2c(sc3nc(SC(C)C)n(N)c(=O)c23)C1
 : -8.7%, 5.7%, 9.2µM*
> O=C(NC1CCS(=O)(=O)C1)/C(=C\c1ccco1)NC(=O)c1ccccc1 (stereo unspecified)
 : 0.8%, 3.0%, 4.2%
> COC(=O)c1cccc(Nc2cc(C)nc(-c3ccccc3O)n2)c1
 : -19.6%, -5.0%, ?
> Nc1nc(NCC(=O)O)nc(NC2CCCCC2)c1[N+](=O)[O-]
 : 18.4%, -13.1%, -21.8%

A run of entries from the list above, as a working copy:
Every second line gives: FEN1 inhibitor, N370S GC, DT40 TDP1 CPT
> CC1=C(C(=O)Nc2ccccc2)C(c2ccco2)NC(=O)N1 (stereo unspecified)
 : 16.4%, ., -8.5%
> CCn1nnc(NC(=S)NC(=O)c2ccc(-c3cccc(Cl)c3)o2)n1
 : -7.8%, 1.5%, 11.5%
> CCOC(=O)c1ccc(NC(=O)c2ccc(OC(C)C)c(OC)c2)cc1
 : -5.0%, -5.8%, ?
> COc1ccc(CCNc2nc(SCc3cccc(F)c3)nc3ccccc23)cc1OC
 : 1.0%, ., 16.4µM*
> CC(Nc1cccnc1)=C(C#N)C#N
 : 5.0%, -3.9%, -11.7%
> O=C(Nc1ccc2oc(-c3ccc4ccccc4c3)nc2c1)c1ccc2c(c1)OCCO2
 : -6.3%, 15.2%, 5.8µM*
> CCCCCC(=O)N1CCN(S(=O)(=O)c2ccc3c(c2)OCCO3)CC1
 : 5.3%, -18.6%, -3.9%
> COc1ccc(CCNC(=O)C(=O)NCC2OCCN2S(=O)(=O)c2ccc(C)cc2)cc1OC (stereo unspecified)
 : -0.8%, -7.0%, ?
> CCC1(C)Cc2c(C#N)c(N)n(-c3ccccc3)c(=O)c2CO1 (stereo unspecified)
 : -6.9%, 4.6%, 4.1%
> O=C(C1CCC1)N1CCN(S(=O)(=O)c2ccc(Br)cc2Cl)CC1
 : -2.0%, 4.9%, ?
> O=C(C1CCCN(Cc2ccccc2Cl)C1)N1CCCCC1 (stereo unspecified)
 : -2.1%, -9.5%, -9.9%
> COCCN1C(=O)C(=O)/C(=C(/O)c2ccc3c(c2)OCCO3)C1c1ccc(C(=O)OC)cc1 (stereo unspecified)
 : 4.8%, -1.1%, -2.3%

Carrying on:
Every second line gives: FEN1 inhibitor, N370S GC, DT40 TDP1 CPT
> COc1ccc(C(=O)CSc2nnc(-c3ccccn3)n2Cc2ccco2)cc1
 : -14.1%, 2.3%, -9.2%
> O=C(c1cccc(F)c1)N1CCC2(CCCN(Cc3nccs3)C2)CC1
 : ., 0.8%, 8.2%
> Cc1ccc(-c2cc(-c3ccc(F)cc3)nc(N)c2C#N)o1
 : -11.5%, 25.0%, ?
> CCCCOC(=O)NC1(C)CCS(=O)(=O)C1 (stereo unspecified)
 : 12.2%, 5.0%, 1.5%
> Nc1ccc(C(=O)Nc2ccco2)cc1
 : -3.0%, 6.8%, -16.2%
> O=C(CNC(=O)c1cccc(F)c1)N/N=C/C=C/c1ccccc1
 : -0.4%, -1.2%, -4.6%
> Cc1cccc(OCC(=O)NCCCNC(=O)c2ccc(C)nc2)c1
 : -15.4%, -1.7%, 2.5%
> CC(C1CC1)N(Cc1ccccc1)C(=S)Nc1cccc(C(F)(F)F)c1 (stereo unspecified)
 : -14.9%, -8.0%, ?
> CCN(CC)C(=O)Cn1ncc2c([nH]c3ccccc32)c1=O
 : 4.9%, ., -12.2%
> CC1=NN(C(=O)c2ccccc2C)C(O)(c2ccc(Cl)cc2)C1 (stereo unspecified)
 : -2.1%, -6.7%, ?

More entries.
Every second line gives: FEN1 inhibitor, N370S GC, DT40 TDP1 CPT
> CCCn1c(CNC(=O)Cc2ccccc2)nc2ccccc21
 : 8.9%, -9.3%, -11.6%
> CCOc1cc(CNC(=O)CCCn2c(=O)c3cccn3c3cccnc32)cc(OCC)c1OCC
 : 1.6%&-4.6%, -6.9%, ?
> NNc1nc(-c2ccccc2Cl)nc2ccccc12
 : 4.7%, -28.9%, -29.2%
> CC(=O)c1ccc(S(=O)(=O)N2CCN(S(=O)(=O)c3ccccc3C(F)(F)F)CC2)cc1
 : -1.0%, -12.9%, -12.5%
> O=C(CSc1ncnc2nc[nH]c12)N1CCN(c2ccc(Cl)cc2)CC1
 : -1.9%, 0.8%, 23.1µM*
> O=C(COc1ccc(Cl)cc1)N1CCN(c2cccc(C(F)(F)F)c2)CC1
 : 4.6%, -0.1%, ?
> CC1=C(C(=O)OC(C)C)C(c2ccc(F)cc2)NC(=O)N1 (stereo unspecified)
 : -15.2%, -6.0%, ?
> CCOC(=O)/C(C#N)=C\c1c(OCC)n(CC)c2ccccc12
 : -6.5%, 22.7%, ?
> COc1ccc(CN=CC2=C(O)CNC2=O)cc1OC
 : -1.6%, -11.2%, 4.1%
> O=C(CSCc1ccc(F)cc1)NCc1ccc(F)cc1
 : 0.2%&1.3%, 0.2%, -26.9%&-11.3%

A few values from the list.
O=C(COc1ccc(Cl)cc1)N1CCN(c2cccc(C(F)(F)F)c2)CC1 @ FEN1 inhibitor = 4.6%
COc1ccc(CN=CC2=C(O)CNC2=O)cc1OC @ N370S GC = -11.2%

Other results follow:
Every second line gives: FEN1 inhibitor, N370S GC, DT40 TDP1 CPT
> CC(=O)N1CCc2cc(C(=O)CN3CCC(C)CC3)ccc21
 : -1.2%, 6.8%, ?
> COCc1cc(N2CCOCC2)nc(-c2ccccc2)n1
 : -2.6%, 8.1%, 23.1µM*
> O=C(N/N=C/c1ccco1)c1cc(-c2ccc(Cl)cc2)n[nH]1
 : -8.3%, 4.0%, 10.1%
> CCN1CCN(CCCOc2ccccc2-c2ccccc2)CC1
 : -1.2%, 1.3%, ?
> CC1C(=O)N2CCCc3cc(NC(=O)C(=O)NCCc4ccccc4)cc1c32 (stereo unspecified)
 : 4.2%, 0.2%, ?
> COc1ccc(C2c3cc(OC)c(OC)cc3CC(=O)N2c2cccc(C#N)c2)cc1 (stereo unspecified)
 : -3.5%, ., ?
> CCN(CC)CCCNc1ncnc2scc(-c3ccc(F)cc3)c12
 : -0.5%, -1.1%, -3.0%
> Cc1cccc(N(CC(=O)NCCSc2ccc(Cl)cc2)S(C)(=O)=O)c1C
 : ?, ., ?
> C=CCOC(=O)C1=C(C)OC(N)=C(C#N)C1c1ccoc1 (stereo unspecified)
 : 14.4%, -0.8%, 3.5%
> CC(C)C[C@H](NC(=O)c1[nH]cnc1C(=O)N[C@@H](C)c1ccccc1)C(=O)OCc1ccccc1
 : -32.6%, 10.6%, 29.1µM*

Next section:
Every second line gives: FEN1 inhibitor, N370S GC, DT40 TDP1 CPT
> Cc1ccc(N(C(=O)c2ccco2)C(C(=O)NC2CCCC2)c2ccco2)c(C)c1 (stereo unspecified)
 : -8.6%, -2.0%, -26.9%
> Cn1c(CCN2CCOCC2)nc2cc(NC(=O)COc3ccc([N+](=O)[O-])cc3)ccc21
 : 18.0%, -20.8%, -25.6%
> O=C(Nc1ccc(F)cc1Cl)c1ccc2c(=O)n3c(nc2c1)CCC3
 : 0.1%, 0.3%, 0.8%
> CN(CC(=O)Nc1ccccc1Br)C(=O)c1cccc(S(=O)(=O)NCc2ccccc2)c1
 : -9.6%, -12.4%, -26.9%
> O=C(NCc1ccc2c(c1)OCO2)C1CCCN1C(=O)Nc1ccc(Cl)cc1 (stereo unspecified)
 : -5.0%, ?, -1.2%
> CCOC(=O)C1C(c2ccccc2Cl)NC(=O)N(C)C1(O)C(F)(F)F (stereo unspecified)
 : 2.0%, 4.6%, 0.2%
> O=C(CSc1nc2ccccc2s1)Nc1ccc(Cl)c(C(=O)O)c1
 : 2.7%, 2.1%, 25.8%
> COc1ccc(S(=O)(=O)Nc2cccc(F)c2C)cc1C(=O)N1CCOCC1
 : -13.7%, -14.4%, 5.9%
> O=C(CCC(=O)OCC(=O)c1cccc([N+](=O)[O-])c1)NC1CCCCC1
 : 14.2%, -1.6%, ?
> COC(=O)c1c(-c2ccccc2OC)sc2ccc(OC)cc12
 : -15.2%, ., ?

(continued)
Every second line gives: FEN1 inhibitor, N370S GC, DT40 TDP1 CPT
> O=C(CCN1CCN(CCO)CC1)Nc1ccc(Br)cc1
 : -12.3%&4.6%, -7.1%, -4.1%&7.6%
> CCOC(=O)N1CCN(C(=O)c2cc(OC)cc(OC)c2)CC1
 : -7.7%, ., -0.2%
> CC(C)CC1(C(=O)NCCN2CCOCC2)C=CCN1C(=O)c1ccccc1 (stereo unspecified)
 : -15.0%, -6.6%&-22.1%, -13.6%
> CCc1ccc(S(=O)(=O)Nc2c(C)n(C)n(-c3ccccc3)c2=O)cc1
 : 2.7%, -1.0%, -4.0%
> CCOC(=O)c1c(C)[nH]c(C)c1S(=O)(=O)NCC(=O)Nc1ccc(C)cc1C
 : -8.6%, ., -24.6%
> CN(C)CCCNCCCNC(=O)c1ccccn1
 : -2.0%, -0.1%[2.35 µM], -23.7%
> Cc1ccc(C)c2sc(N)nc12
 : 12.4%, -11.3%, 6.7%
> Oc1[nH]c2ccccc2c1N=Nc1nc(Nc2ccccc2)nc(N2CCOCC2)n1
 : 12.7%, 7.2%, -104.8%
> COc1ccc(OC)c2c1sc(=NC(=O)C1COc3ccccc3O1)n2C (stereo unspecified)
 : -1.4%, 5.7%, ?
> O=C1c2cccc3cccc(c23)C(=O)N1c1nccs1
 : 7.4%, -1.4%, 6.7%

Continuation:
Every second line gives: FEN1 inhibitor, N370S GC, DT40 TDP1 CPT
> CCCSc1nc2sc3c(c2c(=O)n1CC)CC(C)(C)OC3
 : -15.4%, 4.3%, ?
> CCn1c(O)c(N=NC(=O)CNC(=O)Cc2ccccc2)c2ccccc21
 : 11.7%, -16.9%, -20.4%
> CC/C(=N\NC(=O)c1ccc(N2CCCC2=O)cc1)c1ccccc1
 : -0.9%, -5.8%, 0.4%
> N/C(=N\OCC(=O)Nc1ccccc1)c1nonc1N
 : -5.3%, 2.1%, 5.4%
> Nc1nc(-c2ccc(NC(=O)c3ccco3)cc2)cs1
 : 8.9%, -2.6%, 0.5%
> COc1ccc(N2CCN(C(=O)c3ccc(C)cc3)CC2)c([N+](=O)[O-])c1
 : -10.4%, -10.1%, ?
> Cn1nc2c3ccccc3n(Cc3ccccc3)c2nc1=S
 : 9.9%, -0.4%, -18.1%
> COc1ccc(OC)c(NC(=O)c2cn(CC(C)C)c(=O)c3cc(OC)c(OC)cc23)c1
 : -25.3%, ., ?
> Cc1[nH]nc2c1[C@@H](c1ccccc1[N+](=O)[O-])C(C#N)=C(N)O2
 : -11.7%, -1.8%, -12.1%
> CCS(=O)(=O)c1ccc2oc(SCC(=O)NC(C)C3CC4CCC3C4)nc2c1 (stereo unspecified)
 : -1.1%, 2.1%, ?

Assay outcomes: PubChem BioAssay, National Center for Advancing Translational Sciences (NCATS)
